AmpC detergent = qHTS Inhibitors of AmpC Beta-Lactamase (assay with detergent) | P00811 | AmpC hydrolysis of nitrocefin, absorbance 480 nm, 0.01% Triton | Potency, µM (highest dose often 114 µM), inactives show at the top dose activity change, negative = inhibition, most hits filed as inhibitors | 370,000 compounds, 0.041% hits | AID 485294, 2010;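 note: potency is the fitted concentration of half-maximal effect; 0% = no-compound wells and -100% = no-enzyme wells; nearly all actives have a fitted effect of over 25% in size; some results filed as inactive show a strong effect at the top dose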
Target sequence (P00811 whole entry, looked up): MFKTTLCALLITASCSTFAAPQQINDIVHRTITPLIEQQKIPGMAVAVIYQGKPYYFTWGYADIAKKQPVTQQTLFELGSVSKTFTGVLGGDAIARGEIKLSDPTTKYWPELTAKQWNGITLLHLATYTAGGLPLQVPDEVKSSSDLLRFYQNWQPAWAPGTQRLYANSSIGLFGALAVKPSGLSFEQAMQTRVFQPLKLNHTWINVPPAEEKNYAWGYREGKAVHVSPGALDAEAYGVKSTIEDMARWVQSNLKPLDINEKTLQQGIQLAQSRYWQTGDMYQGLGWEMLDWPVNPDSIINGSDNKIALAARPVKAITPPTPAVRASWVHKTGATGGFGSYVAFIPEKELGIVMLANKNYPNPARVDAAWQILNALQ
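20 mM phosphate pH 7.0 + 0.01% (detergent screen) or 0.0001% Triton X-100; 5.3 nM AmpC reagent; cpd preinc 15 min RT; nitrocefin (800 uM stock) to start; A480 q20 s × 4 min; Activity was normalised to no-enzyme and no-compound control wells.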
AmpC no deterg = qHTS Inhibitors of AmpC Beta-Lactamase (assay without detergent); P00811; AmpC nitrocefin hydrolysis, absorbance 480 nm, 0.0001% Triton; Potency, µM (doses to about 57.1 µM), for the others: at the highest dose activity change, negative = inhibition, usual class: inhibitors; 330,000 compounds, 0.52% hits; AID 485341, 2010;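 note: potency is the fitted concentration of half-maximal effect; plate controls were no compound for no effect and no enzyme for full effect; nearly all actives have a fitted effect of over 20% in size; some results filed as inactive show a strong effect at the top dose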
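AmpC (5.3 nM in the dispensed reagent) in 20 mM phosphate pH 7.0 with 0.01% (detergent screen) or 0.0001% Triton X-100 was preincubated with compounds for 15 min at room temperature. Nitrocefin was then added from an 800 uM solution, and hydrolysis was followed at 480 nm.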
LmPK inhibitor = qHTS Assay for Inhibitors of Leishmania Mexicana Pyruvate Kinase (LmPK); Q27686; purified LmPK, Kinase-Glo ATP luminescence, 1 h; Potency, µM (series often up to 57.5 µM), for the others: at the top dose activity change, negative = inhibition, hits mostly inhibitors; 290,000 compounds, 0.37% hits; AID 1721, 2009; note: potency is the fitted concentration of half-maximal effect
Target sequence (Q27686 whole entry, looked up): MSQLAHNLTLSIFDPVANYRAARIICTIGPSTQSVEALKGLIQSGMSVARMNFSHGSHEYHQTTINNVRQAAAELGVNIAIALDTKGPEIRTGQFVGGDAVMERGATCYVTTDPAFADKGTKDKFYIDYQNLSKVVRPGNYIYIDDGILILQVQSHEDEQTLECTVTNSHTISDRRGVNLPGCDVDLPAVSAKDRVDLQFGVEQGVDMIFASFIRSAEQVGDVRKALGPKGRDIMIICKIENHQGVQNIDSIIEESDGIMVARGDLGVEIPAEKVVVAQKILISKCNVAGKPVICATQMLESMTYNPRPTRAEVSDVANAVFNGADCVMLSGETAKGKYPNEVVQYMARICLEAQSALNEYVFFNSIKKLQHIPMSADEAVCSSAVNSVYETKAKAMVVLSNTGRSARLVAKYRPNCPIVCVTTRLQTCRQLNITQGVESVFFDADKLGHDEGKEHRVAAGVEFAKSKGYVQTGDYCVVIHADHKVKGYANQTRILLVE
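Purified LmPK (0.1 nM) with 0.5 mM PEP and 0.1 mM ADP in imidazole buffer pH 7.2 with MgCl2/KCl, 1 h at room temperature. ATP formed was read by luciferase luminescence and normalized to no-enzyme and uninhibited controls.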
TbPYK inhibitor = qHTS of Trypanosoma Brucei Inhibitors; TbPYK enzyme, Kinase-Glo Plus ATP luminescence, 45 min; Potency, µM (top dose mostly 76.8 µM), without a hit: at the top dose activity, negative = inhibition, most hits filed as inhibitors; 410,000 compounds, 0.12% hits; note: potency is the fitted concentration of half-maximal effect; nearly all actives have a fitted effect of over 50% in size
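Glycolytic pyruvate kinase of T. brucei was incubated with substrate, test compound and 130 uM ADP for 45 minutes at room temperature. Luminescent Kinase-Glo Plus signal was measured after 10 minutes.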
AMA1-RON2 inh = qHTS for Inhibitors of AMA1-RON; Towards Development of Antimalarial Drug Lead: Primary Screen; Potency, µM (titrated, usually from 58.2 µM), inactives show at the highest dose activity change, negative = inhibition, actives largely listed as inhibitors; AID 720542, 2013; 360,000 compounds, 0.2% hits; AlphaScreen AMA1-biotinylated RON2 peptide binding;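 note: potency is the fitted concentration of half-maximal effect; 0% = vehicle wells and -100% = peptide control; nearly all actives have a fitted effect of over 45% in size; some results filed as inactive show a strong effect at the top dose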
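AMA1 (3D7) with his tag at 25 nM final met compounds first, then biotinylated RON2 peptide at 25 nM; detection used donor plus acceptor beads, 10 µg/mL apiece, read by AlphaScreen after 30 min at room temperature.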
HCMV antiviral = qHTS Assay for inhibitors of the human cytomegalovirus (HCMV) | HFF cells, HCMV-luciferase reporter, 72 h; active compounds read low | activity change, negative = inhibition, % at 57.5 µM | 410,000 compounds, 4.5% hits; in the data active = activity change below about -60%; inconclusive = no clear call, values can overlap the other calls; inactive = above about -39%
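HFF cells seeded 16 h at 37C, treated with compounds, infected with luciferase-reporter HCMV at MOI 1 PFU/cell; luciferase read at 72 h post infection, normalized to buffer-only and Salinomycin controls.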
Sm TGR inh = qHTS Assay for the Inhibitors of Schistosoma Mansoni Peroxiredoxins | Schistosoma mansoni thioredoxin glutathione reductase (TGR), Q962Y6 | purified TGR, DTNB reduction, TNB absorbance 405 nm | Potency, µM (titrated, usually from 114 µM), for inactives: at the top dose activity change, negative = inhibition, most hits filed as inhibitors | 360,000 compounds, 3% hits | AID 485364, 2010; note: potency is the fitted concentration of half-maximal effect; nearly all actives have a fitted effect of over 60% in size
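Kinetic colorimetric format: TGR-catalysed, NADPH-driven DTNB reduction monitored via TNB absorbance. Enzyme dispensed at 20 nM; compound exposure 15 min at room temperature before reaction start.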
* hit, by the source's call; ? = inconclusive; / = no result given; & = joins results of further samples; [ ] = another dose, or the depositor's remark. Unless noted, calls come from the whole dose curve; as a rule, active = well fitted curve in the direction sought with a large enough effect; inconclusive = small, poorly fitted or top-dose-only effect, or another doubt; inactive = no such curve, though single readings can be large; an effect the other way counts as inactive or inconclusive. Unless noted, % is set by controls: 0 for no effect and ±100 for the full control effect.

SMILES	AmpC detergent	AmpC no deterg	LmPK inhibitor	TbPYK inhibitor	AMA1-RON2 inh	HCMV antiviral	Sm TGR inh
CC1CCN(C(=O)c2ccc(NS(=O)(=O)c3ccccc3)cc2)CC1	6%	-6%	5%	6%	18%	19	2%
Cn1nc(C(=O)Nc2cccc(S(=O)(=O)N3CCOCC3)c2)c2ccccc2c1=O	-2%	121%[activator]	/	1%	-4%	178	1%
COc1ccccc1C(=O)NCC(=O)NC1CCCc2ccccc21 (stereo not drawn)	1%	-2%	-2%	-2%	-2%	17	7%
Cc1nnc2c(NC3CCCC3)nc3ccccc3n12	-1%	-4%[2.29 µM]	-1%	-3%	3%	65	3%
CCC12CN3CC(CC)(CN(C1)C3c1cccc(OC)c1O)C2=O (stereo not drawn)	21%	/	/	-2%	/	-9	1%
CCCC(=O)c1c(NC(C)C)cc(C)oc1=O	-7%	7%	3%	2%	19%	14	2%
O=C1NC(=O)C(=C/C=C/c2coc3ccc(Br)cc3c2=O)C(=O)N1	9%	-50%	12%	/	/	/	0.79µM*
COc1ccc(Cl)cc1NS(=O)(=O)c1cc(Cl)ccc1OC	-4%	-10%	2%	-6%	3%	30	1%
CC1CCC/C(=N\NC(=O)COc2ccc(Cl)cc2Cl)C1 (stereo not drawn)	4%	-10%	0%	2%	47%[activator]	-18	10%
O=c1[nH]c2ccc(S(=O)(=O)Nc3ccccc3O)cc2[nH]1	-13%	-13%	2%	-8%	8%	27	1%
Cc1ccc2oc(-c3ccc(C)c(NC(=O)c4ccc(N5CCC(C)CC5)c([N+](=O)[O-])c4)c3)nc2c1	-3%	/	/	-2%	/	68	-9%
Cc1c2n(c3ccccc13)CC/C2=N\O	-6%	-25%	0%	0%	1%	2	-7%
CCS(=O)(=O)c1ccc(O)c(Nc2cc(C)nc(SC)n2)c1	-7%	/	/	0%	/	-14	-1%
N#C/C(=C/c1ccncc1)c1nc2ccccc2s1	6%	-19%	-4%	-15%	19%	-13	/
O=C(NC1CCCCC1)C(c1cccnc1)N(C(=O)c1csnn1)c1ccc(F)cc1 (stereo not drawn)	-12%	0%	1%	4%	4%	-29	-4%
COc1ccc(-c2sc3ccccc3c2C#Cc2cncn2C)cc1	/	48%	/	-6%	-5%	-28	/
COc1ccc(S(=O)(=O)N(Cc2ccc(OC)c(OC)c2)Cc2ccco2)cc1	0%	22%	5%	-8%	-10%	8	0%
CC1Cc2ccccc2N1S(=O)(=O)c1cccc(C(=O)NCc2ccncc2)c1 (stereo not drawn)	7%	42%	/	-1%	-13%	-89*	6%
CC1(C)CC(=O)c2cnc(NCC3CCCO3)nc2C1 (stereo not drawn)	-6%	-12%	-2%	-8%	1%	14	21%
Cc1cc2ncn(C3CC(=O)N(C)C3=O)c2cc1C (stereo not drawn)	6%	-11%	-9%	5%	-5%	-23	4%
COc1ccc(S(=O)(=O)N2CCN(Cc3cccc(OC)c3OC)CC2)cc1	?	25%	0%	-5%	0%	-9	4%
O=C(CCS(=O)(=O)c1cc(Br)cc2c1N(C(=O)C1CC1)CC2)N1CCN(c2cccc(C(F)(F)F)c2)CC1	0%	/	/	0%	/	-6	0%
Cc1c(C(=O)Nc2ccc(C(C)C)cc2)sc2nc[nH]c(=O)c12	-3%	/	/	9%	/	57	-3%
O=C(COC(=O)c1ccc(NS(=O)(=O)c2cccs2)cc1O)NCc1ccccc1	2%	-24%	0%	6%	-11%	-26	-13%
CCCN(CCC)C(=O)Cn1c(=O)n(-c2ccc(Cl)cc2)c(=O)c2c3c(sc21)CCCCC3	15%	/	/	-1%	/	8	7%
Cn1cc(S(=O)(=O)N2CCCC2)cc1C(=O)Nc1ccc(C(F)(F)F)cc1	-7%	/	/	3%	/	?	-8%
Cc1ccc(C(=O)Oc2ccccc2N2C(=O)C3CCC(C)CC3C2=O)cc1 (stereo not drawn)	-6%	17%	4%	/	2%	?	0%
CCC(C)OC1OC(CO)C(O)C(O)C1NC(C)=O (stereo not drawn)	-15%	-11%	-5%	-8%	0%	18	0%
Cc1ccc(C)c(N(CC(N)=O)S(C)(=O)=O)c1	-11%	-14%	-4%	-11%	-11%	-13	-4%
Cc1nnc(SCC(=O)Nc2c(Cl)cccc2Cl)[nH]c1=O	?	-5%	7%	1%	-1%	1	-8%
Cc1cccc2c(=O)oc(-c3ccccc3Cl)nc12	-15%	-29%	12%	0%	7%	-2	0%
O=C1CC2(CCCC2)C(=O)N1c1ccc(S(=O)(=O)NCC2CC2)cc1Cl	3%	-1%	1%	2%	-11%	27	6%
c1ccc(-c2noc(C34CC5CC(CC(C5)C3)C4)n2)nc1	0%	2%	1%	6%	6%	26	-22%
CCOC(=O)NC(NC(=S)Nc1ccc(OCC)cc1)C(Cl)(Cl)Cl (stereo not drawn)	-8%	-20%	-3%	-5%	31%[activator]	-23	-21%
O=C([C@H]1O[C@@H](n2ccc(=O)[nH]c2=O)[C@H](O)[C@@H]1O)N1CCSC1	/	/	/	1%	5%	16	/
CN(C)c1ccc(C(=O)/C=C/c2cccnc2)cc1	-13%	-23%	-1%	3%	0%	-67*	-30%
Cc1c(C(=O)NNC(=O)c2csc(N3CCOCC3)n2)cccc1[N+](=O)[O-]	-4%	-13%	/	6%	132%[activator]	?	1%
Oc1c(Br)cc(Br)cc1/C=N/N1CCN(Cc2ccccc2)CC1	-6%	-15%	0%	-8%	14%[2.32 µM]	19	-4%
CC(C)(C)NC(=O)[C@@H]1C[C@@H]2CCCC[C@@H]2CN1C[C@@H](O)[C@H](Cc1ccccc1)NC(=O)[C@H](CC(N)=O)NC(=O)c1ccc2ccccc2n1	?	400%[activator]	-8%	-9%&6%&-1%	16%&-12%	36&-10	2%
O=C(CC(=O)c1ccccc1)CC(O)(C=Cc1ccccc1)c1ccccc1 (stereo not drawn)	/	/	/	13%	58%[activator]	25	/
CCn1c(COc2ccc(Cl)c(C)c2)nnc1SCC(=O)N1CCCC1	4%	116%[activator]	8%	2%	-5%	-23	8%
O=C(NC1CCCCC1)C1CCCN(c2nnnn2-c2ccccc2)C1 (stereo not drawn)	2%	-5%	8%	-1%	3%	40	-16%
CCCN1CCC(NC(=O)Cc2cccc(C)c2)CC1	-18%	-12%	6%	0%	-6%	10	-11%
S=C1NCCOCCOCCOCCNC(=S)N2CCOCCOCCN1CCOCCOCC2	?	38%	4%	-1%	0%	-2	14%
Cc1cc(C(=O)c2ccc(C(C)(C)C)cc2)c(NC(=O)CCl)s1	?	-5%	2%	-23%	?	-65*	10%
Cc1noc(NS(=O)(=O)c2ccc(NC(=O)/C=C/c3ccc(Br)cc3)cc2)c1C	2%	-29%	-11%	-2%	-16%	12	-4%
CCOC(=O)N1CCN(C(=S)NC(=O)c2nn(C)cc2Br)CC1	-3%	-14%	1%	-27%	60%[activator]	-10	/
COc1ccc(C/C(C)=N/NC(=O)c2ccc(Cl)cc2)cc1	-16%	-31%	4%	-4%	60%[activator]	52	1%
Cc1ccc(-c2nnc(N3CCN(CCO)CC3)c3ccccc23)cc1	0%	124%[activator]	-1%	1%	-3%	-36	7%
N=C1c2c(cc(=O)n3c2[nH]c2ccccc23)CN1CCN1CCOCC1	7%	88%[activator]	-1%[11.5 µM]	-8%	73%[activator]	2	-1%
Fc1c(F)c(F)c(NC2=NCCCCC2)c(F)c1F	0%	-1%	0%	0%	-12%	-2	21%
CC(=O)c1cccc(NC(=O)C(C)OC(=O)c2cc(=O)[nH]c3ccccc23)c1 (stereo not drawn)	0%	-14%	/	7%	-7%	40	-2%
O=C(OCCc1ccccc1)c1cc(O)c(O)c(O)c1	-8%	-22%	/	-19%	?	?	-21%
O=C(NCCc1ccccc1)C1CCN(S(=O)(=O)c2ccc(-n3cnnn3)cc2)CC1	?	11%	-4%	-5%	-6%	-13	-22%
CNc1nnc(-c2ccco2)s1	-1%	-14%	1%	-11%	12%	22	0%
Cc1ccc(NS(=O)(=O)c2ccc(-n3cccn3)cc2)c(Cl)c1	/	/	/	-8%	-4%	-15	/
COc1ccc(C(=O)/C=C2/c3ccccc3CC(C)(C)N2C)cc1OC	?	106%[activator]	0%	-10%	2%	2	-22%
Cc1cc(C)nc(NC(=O)NS(=O)(=O)Nc2ccc(Br)cn2)n1	-1%	-18%	4%	2%	-3%	/	7%
CCc1nc2ccc(C(=O)Nc3ccc(OC)c(OC)c3)cn2c1N(CC)CCOC	/	/	/	-13%	11%	29	/
COc1ccccc1N1CCN(S(=O)(=O)CCNC(=O)COc2ccc(C(C)C)cc2)CC1	15%	/	/	1%	/	-21	2%

Part of the list above in order of formula weight, lowest first.
SMILES	AmpC detergent	AmpC no deterg	LmPK inhibitor	TbPYK inhibitor	AMA1-RON2 inh	HCMV antiviral	Sm TGR inh
O=C(OCCc1ccccc1)c1cc(O)c(O)c(O)c1	-8%	-22%	/	-19%	?	?	-21%
Fc1c(F)c(F)c(NC2=NCCCCC2)c(F)c1F	0%	-1%	0%	0%	-12%	-2	21%
COc1ccccc1N1CCN(S(=O)(=O)CCNC(=O)COc2ccc(C(C)C)cc2)CC1	15%	/	/	1%	/	-21	2%

Continuation:
SMILES	AmpC detergent	AmpC no deterg	LmPK inhibitor	TbPYK inhibitor	AMA1-RON2 inh	HCMV antiviral	Sm TGR inh
CC(C)(C)c1ccc(C2NC(=O)c3n[nH]c(-c4cccs4)c32)cc1 (stereo not drawn)	0%	/	/	-5%	/	-91*	3%
Cc1ccc(C2=NC(C)(C)NC2=O)cc1	?	-9%	-7%	2%	5%	-4	0%
COc1ccc(-c2nc3c(C(=O)NCCN(C)C)cccc3c3ccccc23)cc1	/	/	/	-3%	-11%	-34	/
Cc1cc(NC(=O)CSc2nnnn2-c2ccccc2)no1	4%	-36%	-4%	-4%	-1%	-31	0%
Clc1ccc(CNc2ncnc3onc(-c4ccc(Cl)cc4)c23)cc1	9%	/	/	3%	/	?	0%
COc1ccc(NC(=O)c2ccc3ccccc3c2)cc1	-14%	-4%	6%	-5%	-2%	131	1%
